# 3CLpro inhibitor: SARS-CoV 3CLpro protease inhibition; P0C6X7; recombinant SARS-CoV 3CLpro, quenched FRET peptide cleavage; 290,000 compounds, 0.14% hits; AID 1706; inhibition, % at 6 µM; in the data active means inhibition above about 12%
# MazF activator: activators of E. coli MazEF toxin-antitoxin RNase; FAM/BHQ RNA-DNA oligo cleavage fluorescence, 5 h; activation, % at 20 µM; 350,000 compounds, 0.32% hits; AID 504720; in the data active means activation above about 50%
# Target sequence (P0AE70 whole entry, looked up): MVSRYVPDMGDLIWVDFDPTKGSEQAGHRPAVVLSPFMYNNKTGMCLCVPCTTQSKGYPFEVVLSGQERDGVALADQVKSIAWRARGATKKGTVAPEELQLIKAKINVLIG
# VHR inh abs: blocks human VHR1 dual specificity phosphatase | P51452 | recombinant VHR phosphatase, pNPP absorbance | inhibition, % at 13.3 µM | 290,000 compounds, 0.52% hits | AID 1654; in the data active means inhibition above about 50%; further: some compounds called inactive have numbers as strong as hits
# Target sequence (P51452 whole entry, looked up): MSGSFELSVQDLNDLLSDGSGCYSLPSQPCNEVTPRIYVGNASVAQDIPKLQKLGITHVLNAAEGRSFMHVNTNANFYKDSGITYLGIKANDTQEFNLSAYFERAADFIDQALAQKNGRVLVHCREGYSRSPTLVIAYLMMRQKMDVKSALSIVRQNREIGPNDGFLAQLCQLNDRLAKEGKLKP
# CCHFV vOTU inh: CCHFV vOTU protease inhibition. Pep-AMC fluorescence. inhibition, % at 11.5 µM. 370,000 compounds, 0.55% hits. AID 651958; in the data active means inhibition above about 30%; further: 0% = vehicle wells with enzyme and 100% = no enzyme wells
# SSB-PriA inh: K. pneumoniae PriA-SSBct interaction inhibition | AlphaScreen SSBct-PriA binding, biotinylated peptide | inhibition, % at 33 µM | 430,000 compounds, 0.6% hits; in the data active means inhibition mostly above about 37%, no sharp cut-off; inactive means mostly below about 20%;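 further: plate controls were negative control peptide for no effect and reference peptide for full effect; strong numbers were not always called active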
# Y pestis TopoI: Y. pestis Topo-I inhibition via cleavage products. Y. pestis Topo-I cleavage product accumulation, plate reader. activity, % at 10 µM. 360,000 compounds, 0.064% hits. AID 504884; in the data active means activity above about 50%, passing the limit was not always enough; further: inactives centre near 2
# Rv3671c inh: inhibitors of M. tuberculosis serine protease Rv3671c. inhibition, % at 5.96 µM. 320,000 compounds, 0.048% hits. P9WHR9; in the data active means inhibition above about 38%;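 further: extracellular domain of Rv3671c used as enzyme; 0% = enzyme with DMSO and 100% = no enzyme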
# Target sequence (P9WHR9 whole entry, looked up, the tested form may be a part): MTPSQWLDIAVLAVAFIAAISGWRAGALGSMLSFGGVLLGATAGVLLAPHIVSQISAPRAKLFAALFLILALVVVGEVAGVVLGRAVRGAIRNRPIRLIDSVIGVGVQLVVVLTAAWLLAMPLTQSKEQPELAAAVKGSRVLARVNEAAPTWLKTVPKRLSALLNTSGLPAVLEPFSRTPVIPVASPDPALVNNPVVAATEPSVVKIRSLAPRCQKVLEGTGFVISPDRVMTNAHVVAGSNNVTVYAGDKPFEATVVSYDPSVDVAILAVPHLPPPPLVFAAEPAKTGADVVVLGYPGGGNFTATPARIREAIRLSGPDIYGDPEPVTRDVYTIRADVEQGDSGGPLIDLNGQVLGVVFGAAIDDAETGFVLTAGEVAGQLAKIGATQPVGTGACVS
# PrPC TRFRET: inhibitors of human cell surface prion protein PrPC. P04156. TR-FRET read-out. 370,000 compounds, 0.43% hits. inhibition, % at 13.8 µM. AID 720596; in the data active means inhibition above about 24%; further: 0% = median of the test wells and 100% = reference compound wells
# TcdB GH inh: inhibitors of Clostridioides difficile toxin B glycohydrolase. P18177. TcdB glycohydrolase enzymatic assay, plate reader. inhibition, % at 9.99 µM. 350,000 compounds, 0.24% hits. AID 652162; in the data active means inhibition above about 10%
# Vc quorum ag: quorum light induction in luxS cqsA deficient V. cholerae. V. cholerae BH1578 lux reporter, luminescence, 6 h. activation, % at 18.7 µM. 350,000 compounds, 0.16% hits. AID 588436; in the data active means activation mostly above about 9.7%, no sharp cut-off; further: not every result past the cut was called active; inactives centre near 0; reference of the scale not given here
# * marks the source's active call; other numbers are inactive results; i = inactive; . = no result given; & = joins results of further samples. Some of the compounds tested (hit frequency here may not be typical).
SMILES,3CLpro inhibitor,MazF activator,VHR inh abs,CCHFV vOTU inh,SSB-PriA inh,Y pestis TopoI,Rv3671c inh,PrPC TRFRET,TcdB GH inh,Vc quorum ag
CN(C)S(=O)(=O)c1cccc(NC(=S)Nc2ccc3cn[nH]c3c2)c1,-1,15,0,8,6,0,2,-6,3.3,-2.8
Cc1cccc2sc(NC(=O)[C@@H]3CCCN3C(=O)c3cccs3)nc12,1,4,9,12,7,7,6,0,.,-0.3
CCn1c(SCC(=O)N2CCC(C)CC2)nc2c(c1=O)SCC2,2,3,-25,2,-19,18,-3,-5,-0.2,-0.2
COc1ccc(CC(=O)Nc2ccccc2N2CCOCC2)cc1OC,-2,-8,9,6,-4,29,-4,10,0.1,-0.3
Cn1c(SCC(=O)N2CCOCC2)nc2sc3c(c2c1=O)CCCC3,3,5,7,-8,-16,7,4,6,.,-0.2
CC(C)CC1C(=O)N(Cc2cn(CCC3OCCO3)nn2)CCS(=O)(=O)N1Cc1ccc(-c2ccc(Cl)c(Cl)c2)cc1 (stereo not given),.,34,.,5,.,19,.,0,1.0,-0.5
CC(=O)c1ccc(NC(=O)CN2CCC(C(=O)c3ccc4c(c3)OCCO4)CC2)cc1,-5,12,16,1,-8,4,-6,-2,-0.8,i
COC(=O)c1sc(C(F)(F)F)c(-c2ccccc2)c1S(=O)(=O)N1CCCC1,4,8,-1,14,-24,-3,-1,-2,1.1,i
CCOc1ccccc1NC(=O)CSc1nnc(CNC(=O)c2cccs2)o1,6,-1,6,-1,5,8,0,13,0.5,-0.5
Cc1ccc(NC(=O)CN2C(=O)S/C(=C\C(=O)Nc3ccc(Cl)cc3)C2=O)cc1,-1,7,3,5,-4,3,-9,-4,0.8,-0.7
Cc1c(-c2ccc(Br)cc2)[n+](=O)c2c(n1[O-])CCCCC2,1,5,-6,-17,-4,-7,-2,3,-0.3,-0.1
Cc1cccc(N2C(=O)N3[C@H](c4ccc(Cl)cc4)[C@@H]4C(=O)N(C5CCCCC5)C(=O)[C@@H]4[C@]3(Cc3ccc(Cl)cc3)C2=O)c1,3,-6,17,.,11,-5,-8,.,.,i
CN(C)c1ccc(-c2nnn(CC(=O)Nc3ccccc3N3CCOCC3)n2)cc1,1,2,3,17,-14,16,-4,-2,-0.1,-0.7
NC(=O)Cc1ccc(C(=O)c2ccc(F)cc2)s1,2,15,16,8,-17,-8,3,-10,1.3,i
CNC[C@@H]1OCc2cnnn2CCCC(=O)N([C@H](C)CO)C[C@H]1C,.,2,.,-8,.,7,.,-3,0.4&0.1,-0.3
Cc1cccc(-c2nnc3sc(-c4ccccc4)nn23)c1,-1,36,12,-3,3,-1,7,-6,.,i
O=C1CCC(=O)N1CC1CC2CCC1C2 (stereo not given),-2,0,10,11,-1,-5,-10,9,0.6,-0.5
C[C@@H](NC(=O)Cn1ccc(N)nc1=O)c1cccc2ccccc12,.,-2,.,3,7,1,-2,6,-1.2,-0.4
COc1ccc(NC(=O)N2CCCc3cccc(C)c32)cc1,4,8,22,-3,-7,-4,0,10,1.8,-7.1
C/C(=C\C(=O)c1ccc(Cl)cc1Cl)N(C)C,1,8,9,7,1,2,2,5,2.3,i
Cc1ccccc1CN(C)C[C@H]1OCc2cnnn2CCCC(=O)N([C@@H](C)CO)C[C@@H]1C,.,-5,.,19,.,-6,.,2,-1.8&-3.8,-0.4
COC(C[C@H]1O[C@@H]1[C@H](O)[C@H](C)OCc1ccccc1)OC,.,6,.,5,-17,1,0,5,-0.1,i
CC(=O)Nc1ccccc1OCCOc1ccc(Br)cc1,-2,-6,-13,-4,-8,4,-1,7,-0.7,i
COc1ccccc1/C=C\C(=O)NCC(=O)N/N=C(\C)Cc1ccccc1,0,3,-8,-18,.,-5,-6,-6,-1.3,-0.1
CCOc1ccc(CC(=O)N/N=C(\C)c2cccnc2)cc1,-1,-6,14,9,.,7,.,-9,2.2,-0.1
CCOc1ccc2nc(SCC(=O)Nc3ccc(S(=O)(=O)N4CCCC4)cc3)c(C)cc2c1,-3,-8,11,-12,-8,0,-13,-1,0.0,-0.6
COc1cc(OCc2ccccc2)c(OC)c(OCc2ccccc2)c1,.,-4,.,26,-11,47,.,-5,1.1,i
CCCCN(C)CCNC(=O)c1c[nH]c2ccc(S(=O)(=O)N(CC)CC)cc2c1=O,1,2,4,-1,-3,9,6,0,.,-1.8
Cc1ccc(NC(=O)C2(c3ccccc3)CCOCC2)c([N+](=O)[O-])c1,1,1,-13,4,17,7,0,0,0.6,3.1
COC(=O)Nc1ccc(S(=O)(=O)N2CCC(C(=O)NC3CCCCC3)CC2)cc1,0,-10,-6,8,-18&-10,-3,-2,-3,0.6,-0.5
Cc1cc(NC(=O)CCC(=O)N(c2cccc(F)c2)C(C(=O)NC2CCCC2)c2ccncc2)no1 (stereo not given),2,0,15,0,-7,1,-6,5,.,-0.4
CC1CCCCC12NC(=O)N(CC(=O)Nc1ccc(Cl)c(S(=O)(=O)N3CCOCC3)c1)C2=O (stereo not given),.,3,.,-6,-10,10,.,4,0.3,i
O=C(OCc1ccccc1)N1CCC2CC1c1c(Cl)cccc12 (stereo not given),.,-8,.,6,-15,59*,.,-5,0.7,1.4
O=C(NCC(=O)N(c1cccnc1)C(C(=O)NC1CCCCC1)c1cccnc1)c1ccco1 (stereo not given),-11,2,20,-5,-4,5,1,-2,.,-1.4
Cc1cc(C)c(C(=O)CSc2nc3ccccc3c(=O)[nH]2)cc1C,4,4,13,-9,-11,-12,-2,-8,0.7,i
COC(=O)c1nc(NC(=O)c2ccc(F)cc2)n[nH]1,1,-18,20,-15,2,0,.,3,0.0,1.0
COc1ccc(NS(=O)(=O)c2cccc(C(=O)NCC(c3ccco3)N3CCCC3)c2)cc1 (stereo not given),.,5,.,1,-5,2,-1,3,0.5,-0.7
CCOc1ccc(C(=O)c2nc3c(n2O)CCCCC3)cc1,0,4,-4,17,-11,-2,2,-5,1.1,i
O=C(NCCCl)NNC(=O)c1cc2ccccc2cc1O,3,-19,9,17,-15,-4,6,1,-2.0,-0.5
Cc1nnc(SC(C)C(=O)Nc2ccc3c(c2)OCCO3)s1 (stereo not given),0,2,14,-3,3,5,-4,2,.,1.1
COc1cccc(-c2cc(C(=O)N3CCN(c4ncccn4)CC3)c3ccccc3n2)c1,5,-6,1,10,6,34,-1,4,.,0.6
O=C(NCc1ccccc1)c1cccc(S(=O)(=O)N2CCCCC2)c1,0,6,34,19,-5,1,-7,5,2.4,-0.4
COc1cc(C(=O)NCC2CCCO2)ccc1OCc1ccccc1 (stereo not given),8,5,2,-7,-14,9,0,-2,0.6,i
COc1cccc(N2C(=O)CC(N3CCC(c4nc5ccccc5[nH]4)CC3)C2=O)c1 (stereo not given),3,4,6,14,-5,8,-7,-2,.,-2.1
CCCC(=O)Nc1ccc(Cl)c(NC(=O)c2ccc(Br)o2)c1,-1,-4,-10,-4,-4,0,-12,1,.,-5.4
CC(Oc1ccc(Br)cc1)C(=O)NC1CCN(Cc2ccccc2)CC1 (stereo not given),.,2,.,-7,-7,12,3,-8,2.1,i
COc1ccc(NC(=O)CN(C)CC(=O)NCCc2ccc(F)cc2)cc1,.,-5,.,2,-6,-3,.,0,0.8,-0.7
Cc1cccc(CS(=O)(=O)c2ncc(Cl)c(C(=O)Nc3c(C)cccc3C)n2)c1,-1,16,-4,13,5,-2,-5,-5,0.2,-2.6
CC1CCN(C2=C(NS(=O)(=O)c3ccc(Cl)cc3)C(=O)c3ccccc3C2=O)CC1,4,-3,-1,-12,-12,-12,-10,-15,-0.7,i
O=c1cc(Cl)[nH]c(=O)n1Cc1ccc(F)cc1,-2,3,6,4,-16&-16,0,-6,8,-2.3,-0.3
CN(C)c1ccccc1C(=O)N1CCCC(Nc2ccc(F)cc2)C1 (stereo not given),-3,15,-26,-18,-2,6,-3,12,-0.9,i
COc1ccc(NC(=O)CCC(=O)N/N=C/c2cccnc2)cc1,-4,1,14,-6,.,1,1,1,2.7,-0.3
CCOc1ccc(CN(C)C(=O)[C@H](C)NC(=O)c2ccco2)cc1OC,0,3,7,1,-5,4,2,-6,0.7,-0.5
COc1ccc(C2=NOC(Cn3nc(-c4ccccc4)cc3C(=O)NCc3ccccc3OC)C2)cc1 (stereo not given),.,-15,.,-8,-1,1,-40,-10,-4.9,0.4
COc1cc(/C=N/NC(=O)c2ccncc2)ccc1O,-4&-1,-2&2,10,10&20,.,6&1,3&-1,-9&1,2.9&3.9,-0.1
CCCCN(C)S(=O)(=O)c1ccc(C(=O)N(CCN(C)C)c2nc3ccc(C)cc3s2)cc1,-3,-3,19,11,9,-1,-13,7,-0.7,-0.3
CC(Nc1cc(N2CCNCC2)ccc1[N+](=O)[O-])c1ccccc1 (stereo not given),-1,11,5,-8,13,-16,-4,-1,.,-0.3
CCC(=O)NC(=S)Nc1ccc(NC(=S)NC(=O)c2ccccc2)cc1,3,2,-5,-1,-1,8,.,6,-0.3,-0.3
Cc1oc(-c2cccs2)nc1CS(=O)CC(=O)NCCc1ccccc1 (stereo not given),1,-2,23,14,-14,17,2,-4,0.6,-0.3
O=C(Cc1ccccc1)NCC(=O)OC(c1ccccc1)c1ccccc1,5,-8,17,1,-8,26,-3,12,0.1,i

# The closing 5 records of the section before open the next one:
SMILES,3CLpro inhibitor,MazF activator,VHR inh abs,CCHFV vOTU inh,SSB-PriA inh,Y pestis TopoI,Rv3671c inh,PrPC TRFRET,TcdB GH inh,Vc quorum ag
CCCCN(C)S(=O)(=O)c1ccc(C(=O)N(CCN(C)C)c2nc3ccc(C)cc3s2)cc1,-3,-3,19,11,9,-1,-13,7,-0.7,-0.3
CC(Nc1cc(N2CCNCC2)ccc1[N+](=O)[O-])c1ccccc1 (stereo not given),-1,11,5,-8,13,-16,-4,-1,.,-0.3
CCC(=O)NC(=S)Nc1ccc(NC(=S)NC(=O)c2ccccc2)cc1,3,2,-5,-1,-1,8,.,6,-0.3,-0.3
Cc1oc(-c2cccs2)nc1CS(=O)CC(=O)NCCc1ccccc1 (stereo not given),1,-2,23,14,-14,17,2,-4,0.6,-0.3
O=C(Cc1ccccc1)NCC(=O)OC(c1ccccc1)c1ccccc1,5,-8,17,1,-8,26,-3,12,0.1,i
CC(C)C1C(C#N)=C(N)Oc2n[nH]c(-c3ccc4ccccc4c3)c21 (stereo not given),-1,5,5,6,10,4,-37,9,.,i
COc1ccc(N2CCN(CCCNC(=O)C(=O)c3c[nH]c4ccccc34)CC2)cc1,2,4,27,21,48*,6,1,-3,0.4,-9.2
Cc1onc(-c2c(F)cccc2Cl)c1C(=O)Nc1nccs1,2,-3,30,5,-17,5,5,-3,0.8,i
C(=N\NCc1ccccc1)/c1ccc2ncccc2c1,-3,-5,8,2,i,-7,-6,-10,0.5,0.6
COc1ccccc1CC(NC(C)=O)C(=O)NC1CCN(C(=O)NCc2ccccc2)CC1 (stereo not given),-2,9,21,1,-21,2,.,4,2.1,-0.3
C=CCn1c(Cc2csc(N)n2)nnc1SCC(=O)OCC,-4,10,0,-6,19,-4,-5,-1,-0.5,i
O=C(O)C1CCN(Cc2ccccn2)CC1,-2,3,14,4,-3,-14,0,1,0.0,-0.6
O=C(NC1CC1)C1Nc2ccc(OC(F)(F)F)cc2C2C=CCC12 (stereo not given),.,8,.,-5,-21,-3,5,-6,.,-4.0
C1CCCCCC(NCCN2CCNCC2)CCCCC1,6,3,43,-12,-7,-2,-2,-5,1.2,-0.9
COc1ccc(CCN(C)C(=O)CSc2nccn2C)cc1OC,-4,0,-2,-1,-7,6,-4,1,.,-2.9
Cc1cc(NC(=O)COC(=O)[C@@H]2CCCN2C(=O)c2cccs2)no1,.,-1,.,11,-7,3,.,-6,0.7,i
O=C(Cc1ccccc1[N+](=O)[O-])N1CCOCC1,2,9,17,-6,-7,5,-1,-7,-0.1,-2.4
